High-throughput results (PubChem BioAssay)
HCMV antiviral = qHTS Assay for inhibitors of the human cytomegalovirus (HCMV) | HFF cells, HCMV-luciferase reporter, 72 h; hits give low values | activity change, negative = inhibition, % at 57.5 µM | 410,000 compounds, 4.5% hits; in the data active means activity change below about -60%; inconclusive means no clear call, values can overlap the other calls; inactive means above about -39%
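Screen run at 2 compound doses on HFFs infected with reporter HCMV, MOI 1 PFU/cell. Luciferase activity from cell lysates at 72 h post infection gave inhibition relative to buffer-only and Salinomycin wells.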
AMA1 RON2 block = qHTS for Inhibitors of AMA1-RON; Towards Development of Antimalarial Drug Lead: Primary Screen | Potency, µM (titrated, usually from 58.2 µM), for inactives: at the highest dose activity change, negative = inhibition, usual class: inhibitors | 360,000 compounds, 0.2% hits | AlphaScreen AMA1-biotinylated RON2 peptide binding | AID 720542, 2013 | Plasmodium falciparum AMA1 (3D7) - RON2 peptide interaction;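 further: potency means the concentration at half of the fitted maximal effect; 0% = vehicle wells and -100% = peptide control; nearly all actives have a fitted effect of over 45% in size; some results filed as inactive show a strong effect at the top dose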
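AMA1 (3D7) with his tag at 25 nM final met compounds first, then biotinylated RON2 peptide at 25 nM; detection used donor plus acceptor beads, 10 µg/mL apiece, read by AlphaScreen after 30 min at room temperature.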
Tb PYK inh = qHTS of Trypanosoma Brucei Inhibitors; Potency, µM (highest dose often 76.8 µM), inactives show at the top dose activity, negative = inhibition, usual class: inhibitors; 410,000 compounds, 0.12% hits; TbPYK enzyme, Kinase-Glo Plus ATP luminescence, 45 min; pyruvate kinase (Trypanosoma brucei), Q57TT1; further: potency means the concentration at half of the fitted maximal effect; nearly all actives have a fitted effect of over 50% in size
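In this concentration-response screen, enzyme-free wells defined baseline while DMSO plates tracked drift. Each reaction combined TbPYK, substrate, compound and 130 uM ADP for 45 min at room temperature. Kinase-Glo Plus luminescence gave the signal.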
Sm TGR inh = qHTS Assay for the Inhibitors of Schistosoma Mansoni Peroxiredoxins; Schistosoma mansoni thioredoxin glutathione reductase (TGR), Q962Y6; purified TGR, DTNB reduction, TNB absorbance 405 nm; Potency, µM (highest dose often 114 µM), for inactives: at the highest dose activity change, negative = inhibition, actives largely listed as inhibitors; 360,000 compounds, 3% hits; further: potency means the concentration at half of the fitted maximal effect; nearly all actives have a fitted effect of over 60% in size
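TGR 20 nM + NADPH 100 uM (dispensed conc.), cpd preinc 15 min RT; start with NADPH (500 uM addition) then DTNB (15 mM addition). Kinetic TNB absorbance, 405 nm filter. Four-parameter Hill fit across titration.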
LmPK inh = qHTS Assay for Inhibitors of Leishmania Mexicana Pyruvate Kinase (LmPK). 290,000 compounds, 0.37% hits. Potency, µM (doses to about 57.5 µM), for the others: top-dose activity change, negative = inhibition, most hits filed as inhibitors. purified LmPK, Kinase-Glo ATP luminescence, 1 h. AID 1721, 2009. Q27686; further: potency means the concentration at half of the fitted maximal effect
Target sequence (Q27686 whole entry, looked up): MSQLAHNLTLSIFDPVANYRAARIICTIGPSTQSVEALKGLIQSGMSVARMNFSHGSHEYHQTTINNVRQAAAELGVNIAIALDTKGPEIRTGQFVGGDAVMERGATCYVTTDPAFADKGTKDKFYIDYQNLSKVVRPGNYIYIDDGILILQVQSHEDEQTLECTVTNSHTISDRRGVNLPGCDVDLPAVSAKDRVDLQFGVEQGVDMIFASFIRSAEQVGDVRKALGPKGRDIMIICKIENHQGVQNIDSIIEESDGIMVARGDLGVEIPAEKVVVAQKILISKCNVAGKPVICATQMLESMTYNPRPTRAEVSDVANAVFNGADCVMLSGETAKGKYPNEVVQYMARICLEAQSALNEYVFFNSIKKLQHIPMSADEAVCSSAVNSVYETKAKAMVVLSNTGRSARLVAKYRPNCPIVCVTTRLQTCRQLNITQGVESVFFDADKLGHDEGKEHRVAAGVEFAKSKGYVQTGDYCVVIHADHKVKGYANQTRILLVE
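Purified LmPK (0.1 nM) with 0.5 mM PEP and 0.1 mM ADP in imidazole buffer pH 7.2 with MgCl2/KCl, 1 h at room temperature. ATP formed was read by luciferase luminescence and normalized to no-enzyme and uninhibited controls.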
AmpC detergent = qHTS Inhibitors of AmpC Beta-Lactamase (assay with detergent) | P00811 | AmpC hydrolysis of nitrocefin, absorbance 480 nm, 0.01% Triton | Potency, µM (top dose mostly 114 µM), for the others: at the top dose activity change, negative = inhibition, actives largely listed as inhibitors | 370,000 compounds, 0.041% hits | AID 485294, 2010;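 further: potency means the concentration at half of the fitted maximal effect; 0% = no-compound wells and -100% = no-enzyme wells; nearly all actives have a fitted effect of over 25% in size; some results filed as inactive show a strong effect at the top dose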
Target sequence (P00811 whole entry, looked up): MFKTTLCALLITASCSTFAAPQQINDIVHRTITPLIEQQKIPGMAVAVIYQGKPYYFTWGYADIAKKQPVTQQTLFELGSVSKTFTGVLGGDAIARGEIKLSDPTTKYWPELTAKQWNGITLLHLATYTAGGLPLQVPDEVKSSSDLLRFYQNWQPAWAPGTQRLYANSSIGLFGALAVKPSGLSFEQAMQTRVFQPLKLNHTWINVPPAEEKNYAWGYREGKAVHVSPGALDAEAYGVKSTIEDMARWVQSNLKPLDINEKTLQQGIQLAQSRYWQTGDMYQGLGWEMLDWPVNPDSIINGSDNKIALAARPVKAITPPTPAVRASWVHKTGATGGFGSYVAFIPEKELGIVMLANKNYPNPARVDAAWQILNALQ
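AmpC (5.3 nM in the dispensed reagent) in 20 mM phosphate pH 7.0 with 0.01% (detergent screen) or 0.0001% Triton X-100 was preincubated with compounds for 15 min at room temperature. Nitrocefin was then added from an 800 uM solution, and hydrolysis was followed at 480 nm.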
AmpC no deterg = qHTS Inhibitors of AmpC Beta-Lactamase (assay without detergent). P00811. AmpC nitrocefin hydrolysis, absorbance 480 nm, 0.0001% Triton. Potency, µM (highest dose often 57.1 µM), without a hit: top-dose activity change, negative = inhibition, actives largely listed as inhibitors. 330,000 compounds, 0.52% hits. AID 485341, 2010;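 further: potency means the concentration at half of the fitted maximal effect; plate controls were no compound for no effect and no enzyme for full effect; nearly all actives have a fitted effect of over 20% in size; some results filed as inactive show a strong effect at the top dose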
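20 mM phosphate pH 7.0 + 0.01% (detergent screen) or 0.0001% Triton X-100; 5.3 nM AmpC reagent; cpd preinc 15 min RT; nitrocefin (800 uM stock) to start; A480 q20 s × 4 min; Activity was normalised to no-enzyme and no-compound control wells.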
Numbers without * were called inactive; u = inconclusive; x = not tested or not shown; & = joins results of further samples; [ ] = remark or other dose. Unless noted, the call rests on the fitted dose curve; in most records, active means well fitted curve in the direction sought with a large enough effect; inconclusive means small, poorly fitted or top-dose-only effect, or another doubt; inactive means no such curve, though single readings can be large; an effect the other way counts as inactive or inconclusive. Unless noted, on the % scale 0 is the no-effect control and ±100 the full control effect.

Results follow in this order: HCMV antiviral	AMA1 RON2 block	Tb PYK inh	Sm TGR inh	LmPK inh	AmpC detergent	AmpC no deterg
NCCc1nc2ccccc2s1
    36	-5%	-1%	2%	0%	-9%	-12%
Cc1nc(NCCN2CCOCC2)c2nnn(Cc3c(F)cccc3Cl)c2n1
    4	17%	0%	-10%	-3%	-12%	-2%
CC(C)OC(=O)CSc1nnc(C2CCCCC2)n1N
    18	-5%	0%	0%	3%	1%	-3%
CSc1cccc(-n2cc(-c3ccc4c(c3)OCO4)[nH]c2=O)c1
    x	11%	-8%	u	-1%	-10%	-37%
CCOc1ccc(-c2nc(CSCC(=O)NCCN3CCOCC3)c(C)o2)cc1
    1	-1%	3%	-2%	-13%	1%	133%[activator]
Cc1ccc(C(=O)N2CCCC(c3nc4c(nnn4Cc4ccccc4)c(=O)[nH]3)C2)cc1 (stereo not given)
    13	-5%	-8%	3%	8%	1%	56%
O=C(Nc1ccc2c(c1)OCCO2)C1c2ccccc2OCC(=O)N1CCCN1CCOCC1 (stereo not given)
    4	2%	2%	x	x	x	x
O/N=C1\CCc2cc(Cl)ccc21
    -9	3%	0%	-5%	-2%	-15%	1%
CCSc1nc(N)nc2c1ncn2C1OC(CO)C(O)C1O (stereo not given)
    3	2%	-13%	x	x	x	x
C=CCN1C(=O)CS/C1=C(\C#N)S(=O)(=O)c1ccc(C)cc1
    14	-7%	-6%	4%	-9%	-12%	14µM*
NC(=O)COC(=O)c1sc2cc(F)ccc2c1Cl
    u	86%[activator]	-1%	6%	-4%	-8%	108%[activator]
COc1ccc(OCC(=O)Nc2ccc3c(c2)C(=O)NC3=O)cc1
    -22	-11%	-3%	-4%	-7%	-8%	-18%
CCCCOc1ccc(-c2nc(/C=N/c3nccs3)c(O)o2)cc1
    -32	30%[activator][11.6 µM]	7%	-23%	6%	-8%	-19%
O=C(/C=C/[C@H]1O[C@@H](n2ccc(=O)[nH]c2=O)[C@H](O)[C@@H]1O)NCCc1c[nH]c2ccccc12
    -4	11%	0%	x	x	x	x
Cc1cccc(N2CCN(C(=O)c3cccc(S(=O)(=O)N4CCCCC4)c3)CC2)c1C
    17	12%	-8%	x	x	x	-14%

Quoted at random: 2 compounds from above.
Results follow in this order: HCMV antiviral	AMA1 RON2 block	Tb PYK inh	Sm TGR inh	LmPK inh	AmpC detergent	AmpC no deterg
O=C(/C=C/[C@H]1O[C@@H](n2ccc(=O)[nH]c2=O)[C@H](O)[C@@H]1O)NCCc1c[nH]c2ccccc12
    -4	11%	0%	x	x	x	x
C=CCN1C(=O)CS/C1=C(\C#N)S(=O)(=O)c1ccc(C)cc1
    14	-7%	-6%	4%	-9%	-12%	14µM*

Further results follow:
Results follow in this order: HCMV antiviral	AMA1 RON2 block	Tb PYK inh	Sm TGR inh	LmPK inh	AmpC detergent	AmpC no deterg
COc1cc(C(c2sc3ncnn3c2O)N2CCN(c3ccccc3F)CC2)cc(OC)c1OC (stereo not given)
    -28	33%[activator]	0%	-16%	0%	-14%	62%[activator]
CCc1ccc(CN(C(=O)c2oc3ccccc3c2C)C2CCS(=O)(=O)C2)cc1 (stereo not given)
    12	-5%	-12%	-2%	-3%	-5%	68%[activator]
Fc1ccc(CNC(=S)Nc2ccccc2F)cc1
    -9	9%	-3%	u	0%	-4%	-25%
Cc1cccc(NC(=O)c2c(C)oc3ncn(CC(C)C)c(=O)c23)n1
    4	x	0%	8%	x	1%	x
Cc1oc2ccc(O)c(CN3CCN(Cc4ccccc4)CC3)c2c1C(=O)Nc1ccccc1
    u	x	-5%	-14%	x	24%	x
Cc1cc(C)n2c(Nc3ccc4c(c3)OCCO4)c(-c3cc4ccccc4o3)nc2n1
    u	u	0%	x	x	x	x
COC(=O)CC(c1ccc(C#N)cc1)n1c(C)ccc1C (stereo not given)
    -13	-4%	-9%	u	1%	4%	-18%
CCOC(=O)c1[nH]c2ccccc2c1NC(=O)c1cc(OC)c(OC)c(OC)c1
    73	-2%	2%	x	x	x	x
Cc1cccc(NC(=O)C2CCCN(C(=O)Nc3ccc(F)cc3)C2)c1C (stereo not given)
    -9	-1%	-4%	3%	2%	6%	5%
CN(C)S(=O)(=O)c1ccc(C(=O)NCCSc2c(-c3ccccc3)[nH]c3ccccc23)cc1
    -72*	x	-5%	0%	x	-4%	x
CCOC(=O)N1CCN(C(=O)COc2ccc(S(=O)(=O)NCc3ccccc3)cc2)CC1
    -24	7%	x	13%	4%	-10%	14%
COc1cc(CNC(=O)c2cnc(SC)nc2-c2ccccc2)cc(OC)c1OC
    0	x	1%	0%	x	-2%	x
CCSc1nc(-c2cccc(Cl)c2)nc2c1Cc1c(CO)cnc(C)c1O2
    4	x	0%	-27%	x	-3%	x
CCc1ccc(Nc2nnc(SCC(=O)NC(=O)CN3CCCC3=O)s2)cc1
    7	-10%	-14%	-12%	x	-20%	1%
O=C(COC(=O)C1CC2CCCC(C1)C2=O)Nc1ccc(F)c(Cl)c1 (stereo not given)
    7	-1%	1%	x	x	x	-6%
CC(=O)Nc1cccc(O)c1
    -15	18%	-4%&8%	3%	x	-6%	2%
CCOC(=O)c1ccc(NC(=O)NCCc2ccccc2OC)cc1
    -22	1%	-12%	2%[57.1 µM]	-2%	-4%	-12%
O=C(Nc1ccc2c(c1)OCO2)C1CCN(S(=O)(=O)Cc2ccccc2)CC1
    -8	0%	3%	0%	-6%	-12%	-27%
Cc1c(-c2ccccc2)nc2ccccc2c1C(=O)NCc1cccs1
    -9	-11%	-15%	-2%	2%	u	-33%
O=C(Nc1ccccc1C1CC1)c1cccs1
    -40	3%	-1%	4%[11.4 µM]	6%	-9%	-13%
O=C(CSc1nnc2ccccn12)NC(=O)c1ccccc1
    0	1%	-7%	-9%	x	-11%	-21%
COc1ccccc1Nc1c2c(nc3ccc(NC(=O)c4ccccc4F)cc13)CCCC2
    -100*	x	5%	7%	x	7%	x
COc1ccc(C(C)(NC(C)=O)c2nc(-c3ccc(F)c(Cl)c3)cs2)cc1 (stereo not given)
    -6	15%	3%	x	x	x	x
Cc1cc(C)nc(SCC2COc3ccccc3O2)n1 (stereo not given)
    31	25%	-3%	13%	-5%	-19%	4%
CCNC(=S)N/N=C/c1sccc1C
    x	x	x	-31%	0%	-11%	-30%
O=C(CNC(=O)c1cccs1)OCC(=O)c1ccc(Cl)cc1
    -31	-3%	-6%	14%	12%	3%	-21%
COc1ccc(CCNc2ncnc3onc(-c4ccc(Cl)cc4)c23)c(OC)c1
    0	x	-5%	8%	x	10%	x
Cc1cccc(N2CCN(C(=O)C34CC5CC(CC(C5)C3)C4)CC2)c1C
    77	11%	-1%	-3%	-8%	1%	-1%
COc1cc(C(=S)N2CCOCC2)ccc1OC(=O)/C=C/c1ccco1
    8	13%	-3%	u	-2%[11.5 µM]	-5%	73%[activator]
CCOC(=O)c1cc(-c2ccccc2)n(CCCC(=O)Nc2ccc(CC)cc2)c1C
    u	x	0%[15.4 µM]	-1%	x	-4%	x
CC(C)(CNCC(O)c1ccccc1)N1CCOCC1 (stereo not given)
    26	-2%	-9%	-1%	-5%	5%	-17%
Cc1ccc(CN2C(=O)C(=O)c3cc(C)ccc32)cc1
    u	-21%	1%	x	x	x	-14%
CCOc1ccc(NC(=O)CN(C)C(=O)CCCOc2ccc(Br)cc2)cc1OCC
    -35	-18%	0%	1%	x	u	119%[activator]
Cc1csc(NC(=O)CSc2nc3ccccc3c3c2CCCC3)n1
    -35	-18%	-2%	-3%	-1%	0%	-17%
CCC(=O)n1nc(-c2ccc(OC)cc2)nc1NCc1cccs1
    27	4%	2%	1%	7%	u	-23%
Cc1cccc(C)c1NC(=O)CS(=O)CC(=O)Nc1ccc(N2CCOCC2)cc1 (stereo not given)
    -10	5%	-1%	-23%	-6%	-8%	-9%
Cc1nc(CN2C(=O)C3(CCC3)ON=C2c2cccc(Cl)c2)cs1
    -4	-1%	-2%	x	x	x	x
O=C(CCc1nnc(Cc2ccc(-c3ccccc3)cc2)o1)NCC1CC1
    -18	-17%	-5%	-3%	-2%	-8%	135%[activator]
Cc1c(Br)cccc1NC(=O)C1(C)CCN1Cc1ccc(OC(C)C)cc1 (stereo not given)
    u	4%	1%	x	x	x	x
CC(C(=O)Nc1ccncc1)(c1ccccc1)c1ccccc1
    -27	4%	5%	x	4%	0%	-1%
Cc1ccc(C)n1-c1nnc(N2CCCC(C(=O)NCc3cccc(Br)c3)C2)s1 (stereo not given)
    -17	x	-6%	-10%	x	-2%	x
CCc1nc2c(OC)cccn2c1N(C)C(=O)c1ccccc1F
    -9	-3%	-15%	x	x	x	x
Cn1nnnc1Sc1ncnc2scc(-c3ccc(C(F)(F)F)cc3)c12
    -99*	x	-9%	-31%	x	-1%	6%
CCCCNc1c(NC(C)=O)c(=O)oc2ccccc12
    18	0%	-2%	-15%	0%	-10%	-9%
Cc1cccc(NC(=O)c2cccc([N+](=O)[O-])c2O)c1C
    u	-10%	2%	x	x	x	x
CCOC(=O)c1oc2ccccc2c1NC(=O)c1cc(OC)cc(OC)c1
    34	10%	-2%	-23%	3%	-6%	-7%
COC(=O)c1ccc(OCC(=O)c2ccc(C)c(C)c2)cc1
    120	-9%[2.32 µM]	4%	-9%	0%	6%	-10%
CCc1c(C(=O)NNC(=S)NCC2CCCO2)csc1C (stereo not given)
    -8	50%[activator][2.32 µM]	-10%	4%	-3%	3%	-9%
CC(C)(C)c1ccc(OCC(=O)NNC(=O)Cc2cccs2)cc1
    3	21%	-14%	-5%	4%	-4%	-6%
COc1ccccc1-c1cn(C(C)(C)C)nc1C
    -18	14%	3%	10%	-3%	-1%	-2%
CCCCC(=O)NCCNc1nc2c(c(=O)n(C)c(=O)n2C)n1Cc1ccc(F)cc1
    1	4%	-6%	4%	-2%	2%	4%
Cc1cc(NC(=O)CSc2ccccn2)cc(NC(=O)CSc2ccccn2)c1
    u	-4%	-11%	5%	-4%	u	-32%
Cc1cccc(C)c1NC(=O)CNC(=O)CN1C(=O)NC2(CCc3ccccc32)C1=O (stereo not given)
    u	4%	-1%	17%	x	5%	-2%
